Screens deposited in PubChem BioAssay by National Center for Advancing Translational Sciences (NCATS).
USP2a block – inhibitors of human ubiquitin-specific protease USP2a. hit rate 0.01% among 330,000. USP2 core, Ub-CHOP2 coupled fluorogenic reporter, 485/531. AID 463254. Potency, µM (doses to about 38.3 µM), without a hit: at the top dose activity change, negative = inhibition, most hits filed as inhibitors. O75604;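 further: potency means the concentration at half of the fitted maximal effect; plate controls were DMSO wells for no effect and full inhibition by NEM control for full effect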
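Deubiquitinase activity read as fluorescence (485/531 nm) after Ub-CHOP2 cleavage activates the enterokinase reporter on its substrate; USP2 core 10nM, Ub-CHOP2 and substrate 25nM each, 30min compound preincubation then 60min RT; data normalized to NEM, curves fitted.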
TCR act – T cell receptor activation | primary human leukocytes, anti-CD3, IL-2 HTRF, 48 h | Potency, µM (doses to about 9.22 µM), without a hit: top-dose activation of IL-2 secretion, hits mostly activators | 330,000 tested, under 10 active; further: % of control where 0% means no effect
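1) Mix primary human leukocytes, a-CD3 beads and compound. 2) Incubate 48 hr. 3) Add HTRF IL-2 reagents (a-IL-2-K, a-IL-2-d2).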
uPA surface inh – blocks generation of uPA at the cell surface; Potency, µM (top dose mostly 38.3 µM), without a hit: top-dose activity change, negative = inhibition, most hits filed as inhibitors; hit rate 0.31% among 330,000; cell surface uPA generation assay, qHTS; AID 540303; active means well fitted inhibition curve with a large enough effect; inconclusive means small, poorly fitted or top-dose-only effect; inactive means no such curve, though single readings can be large or run the other way; tested in mouse RAW 264.7 cells; further: potency means the concentration at half of the fitted maximal effect; on the % scale 0 is the no-effect control and ±100 the full control effect; nearly all actives have a fitted effect of over 55% in size
B2AR arrestin – agonists driving beta-arrestin recruitment to human beta2-adrenergic receptor; P07550; beta-arrestin recruitment to beta2AR, cell-based reporter; Potency, µM (series often up to 46.1 µM), without a hit: top-dose activation, most hits filed as activators; hit rate 0.02% among 330,000; AID 492947;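 further: potency means the concentration at half of the fitted maximal effect; 0% = DMSO controls and full agonism = EC100 isoproterenol or metaproterenol; nearly all actives have a fitted effect of over 65% in size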
Target sequence (P07550 whole entry, looked up): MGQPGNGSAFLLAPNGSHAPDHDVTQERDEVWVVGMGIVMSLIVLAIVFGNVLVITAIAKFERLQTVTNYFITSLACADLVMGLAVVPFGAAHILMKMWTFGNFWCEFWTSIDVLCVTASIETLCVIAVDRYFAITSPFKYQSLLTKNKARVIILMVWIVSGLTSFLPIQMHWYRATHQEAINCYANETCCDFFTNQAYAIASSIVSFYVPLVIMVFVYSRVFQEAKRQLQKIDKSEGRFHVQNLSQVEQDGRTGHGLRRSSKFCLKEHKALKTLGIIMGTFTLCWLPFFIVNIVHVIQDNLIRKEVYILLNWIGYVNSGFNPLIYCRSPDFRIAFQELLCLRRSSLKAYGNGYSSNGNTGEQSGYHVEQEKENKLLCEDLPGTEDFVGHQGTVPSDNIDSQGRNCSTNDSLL
ELG1 repair inh – ELG1-dependent DNA repair inhibition. hit rate 2.3% among 330,000. Potency, µM (top dose mostly 46.1 µM), inactives show at the highest dose activity change, negative = inhibition, hits mostly inhibitors. HEK293T ELG1-luciferase reporter, luminescence, 16 h; DNA damage induced by 5-fluorouridine; further: potency means the concentration at half of the fitted maximal effect; on the % scale 0 is the no-effect control and ±100 the full control effect; nearly all actives have a fitted effect of over 55% in size
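5-Fluorouridine DNA damage + compound/DMSO, 2,000 cells/well, 16 h, 37 °C/5% CO2. ONE-Glo, 30 min RT, luminescence. Readout = decrease in reporter signal.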
Chronic BCR inh – inhibitors of chronic active B-cell receptor signaling; ABC-DLBCL IkBa-CBG/CBR reporter, luminescence ratio, 4 h; Potency, µM (highest dose often 46.1 µM), for inactives: top-dose ratio change, negative = lower green/red ratio, actives largely listed as inhibitors; hit rate 0.05% among 340,000; active means well fitted inhibition curve with a large enough effect in the signal ratio, with a control signal flat, not every such curve was filed as active; inconclusive means small, poorly fitted or top-dose-only effect, or effect the other way, or a change in a side signal; the % refers to the signal ratio;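 further: potency means the concentration at half of the fitted maximal effect; plate controls were basal doxycycline-induced cells for no effect and cells given 10 µM MG132 for full effect; MG132 reads +100%, hits lower the ratio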
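Cell line TMD8 (human ABC DLBCL), stably expressing tet-inducible CBG68-IkBa fusion and CBR; IMDM/0.5% FBS; cpd up to 46 uM; dox induction, 4 h, 37C/5% CO2; dual luminescence; green/red ratio; MG132 control.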
Tb PFK inh – blocks T. brucei phosphofructokinase; O15648; T. brucei PFK, ADP-Glo luminescence; Potency, µM (doses to about 57.5 µM), for the others: at the top dose activity, negative = inhibition, actives largely listed as inhibitors; hit rate 0.17% among 330,000; AID 485367;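 further: potency means the concentration at half of the fitted maximal effect; 0% = uninhibited 1x PFK enzyme wells and -100% = no-enzyme wells; nearly all actives have a fitted effect of over 60% in size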
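Luminescent ADP detection (ADP-Glo, two-step: ATP depletion then ADP-to-ATP conversion for luciferase) reported PFK activity after 45 min room-temperature reaction of 1.25 nM enzyme with 0.5 mM F6P and 0.1 mM ATP at pH 8.0.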
Eya2 inh – inhibitors of human Eya2 phosphatase activity; recombinant Eya2, OMFP fluorescence dephosphorylation (OMFP is methylfluorescein phosphate); Potency, µM (series often up to 76.9 µM), for inactives: at the highest dose activity, negative = inhibition, usual class: inhibitors; hit rate 0.006% among 330,000; further: potency means the concentration at half of the fitted maximal effect; on the % scale 0 is the no-effect control and ±100 the full control effect
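Eya2 (0.2 uM) preincubated 10 min at ambient with compound, then OMFP substrate added at 50 uM; 10 min reaction in 50 mM HEPES pH 7.5, 50 mM NaCl, 5 uM MgCl2, 0.05% BSA, 1 mM DTT. Fluorescence read at Ex 485/Em 525 nm.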
Mito fusion act – mitochondrial division inhibition or fusion activation; S. cerevisiae fusion-defective mutant growth rescue, CellTiterGlo 48 h; Potency, µM (series often up to 46.1 µM), for inactives: at the highest dose growth rescue (activation), usual class: activators; hit rate 0.23% among 320,000;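 further: potency means the concentration at half of the fitted maximal effect; % of control where 0% means no effect; nearly all actives have a fitted effect of over 45% in size; temperature-sensitive fusion mutants such as fzo1-1 at 37 °C on non-fermentable ethanol glycerol medium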
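Read-out: ATP-based luminescence (CellTiterGlo, 10 min ambient) reporting growth of fusion-defective ts yeast after 48 hours at 37C on glycerol/ethanol YPEG medium in the presence of compound.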
TSG101-PTAP inh – blocks PTAP/TSG101 interaction to inhibit HIV-1 budding; Fluorescence polarization, FITC-PTAP peptide / Tsg101 binding; Q99816; 340,000 tested, under 10 active; Potency, µM (series often up to 115 µM), for the others: top-dose activity change, negative = inhibition, actives largely listed as inhibitors; AID 493005; active means well fitted inhibition curve with a large enough effect in the main read-out, with a control signal flat, not every such curve was filed as active; inconclusive means small, poorly fitted or top-dose-only effect, or effect the other way, or a change in a side signal; inactive means no such curve, though single readings can be large or run the other way; further: potency means the concentration at half of the fitted maximal effect; % of control where 0% means no effect
Target sequence (Q99816 whole entry, looked up): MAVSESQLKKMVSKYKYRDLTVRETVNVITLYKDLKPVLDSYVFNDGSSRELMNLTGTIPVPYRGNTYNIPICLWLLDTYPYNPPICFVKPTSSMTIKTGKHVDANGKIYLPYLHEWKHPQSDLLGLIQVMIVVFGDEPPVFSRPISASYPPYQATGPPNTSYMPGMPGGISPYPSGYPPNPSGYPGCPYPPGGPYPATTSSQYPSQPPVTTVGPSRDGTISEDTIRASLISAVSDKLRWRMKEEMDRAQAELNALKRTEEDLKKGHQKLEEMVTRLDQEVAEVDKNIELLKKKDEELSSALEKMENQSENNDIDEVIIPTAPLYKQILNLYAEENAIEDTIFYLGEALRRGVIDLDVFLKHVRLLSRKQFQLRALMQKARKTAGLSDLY
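Steps: Tsg101 binding domain dispensed (10 uM final), compounds pinned in DMSO, FITC-labeled PTAP-motif peptide added (50 nM final); after 20 min binding at room temperature, polarization measured.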
TSHR antag – human thyrotropin receptor antagonism | P16473 | TSHR-expressing cells, TSH-stimulated cAMP HTRF, 2 h; hits give low values | activity change, negative = inhibition, % at 11.5 µM | hit rate 0.2% among 330,000;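 active means activity change below a set negative limit, meaning inhibition stronger than a set level, cut at about -70% in these data; inconclusive means activity change between two set negative limits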; further: on the % scale 0 is the no-effect control and ±100 the full control effect
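Competitive HTRF cAMP read-out (cryptate anti-cAMP antibody, cAMP-d2; 30 min, room temperature) in freshly harvested TSHR cells. Compounds added before TSH at EC80 (4nM final), followed by 2 hours' incubation at 37 deg C.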
* = called active by the depositor; ? = inconclusive; nt = not tested or not shown; [ ] = remark or other dose. Unless noted, the call rests on the fitted dose curve; in most records, active means well fitted curve in the direction sought with a large enough effect; inconclusive means small, poorly fitted or top-dose-only effect, or another doubt; inactive means no such curve, though single readings can be large; an effect the other way counts as inactive or inconclusive. Rows are unselected, and some 3% of all compounds hit somewhere here.

SMILES	USP2a block	TCR act	uPA surface inh	B2AR arrestin	ELG1 repair inh	Chronic BCR inh	Tb PFK inh	Eya2 inh	Mito fusion act	TSG101-PTAP inh	TSHR antag
COCCCN(C(=O)Cc1coc2cc(C)c(C)cc12)c1c(N)n(Cc2ccccc2)c(=O)[nH]c1=O	0%	-3%	0%	-0.5%	7%	4%	-2%	-11%	-6%	-2%	9
COc1ccccc1C(=O)N/N=C(\C)c1ccc(NC(=O)Cc2ccccc2)cc1	0%	5%	5%	-0.5%	20%	-17%	0%	-5%	-1%	-2%	-15
CN(C)S(=O)(=O)c1cccc(COC(=O)Cc2c(F)cccc2Cl)c1	-2%	5%	-9%	-0.3%	-4%	0%	1%	-20%	-1%	-2%	-2
CN1/C(=C\C=C2/SC(=S)NC2=O)C(C)(C)c2ccccc21	?	9%	?	0.4%	?	18%	2%	?	1%	?	-21
COc1cccc(NC(=O)CN(c2ccc([N+](=O)[O-])cc2)S(=O)(=O)c2ccccc2)c1	0%	-1%	4%	4.9%	?	?	10%	2%	6%	-1%	-4
COc1cccc(NC(=S)NNC(=O)Cn2nc(C(F)(F)F)cc2C)c1	0%	-5%[46.1 µM]	3%	-1.1%	2%	2%	0%	6%	1%	-4%	33
CNC(=O)/C(C#N)=C/c1c(N2CCN(c3ccc(OC)cc3)CC2)nc2c(C)cccn2c1=O	2%	-1%	-6%	-0.7%	?	-1%	1%	-4%	4%	-2%	-11
CN(C(=O)c1ccc(Br)cc1)C1CCS(=O)(=O)C1 (configuration not stated)	-1%	-1%	1%	-0.7%	?	-6%	5%	-19%	2%	-8%	8
CC(C)(C)OC(=O)C[C@@H]1C/C=C\C[C@@H](CC(=O)NCCO)C(=O)N[C@H](Cc2c[nH]c3ccccc23)COC1=O	-2%	-4%	6%	0.0%	?	-2%	-4%	-14%	nt	-6%	-9
C[C@@H]1CC=C[C@H]2[C@H]1C(=O)N(Cc1ccccc1)[C@H]2c1ccc(/C=C/c2ccccc2)cc1F	6%	1%	-17%	-0.4%	-1%	2%	0%	0%	-17%	1%	-1
COc1ccc(C(=O)N2CCN(Cc3nc(CC4CC4)no3)CC2)cc1	-5%	-5%	?	0.1%	-2%	7%	0%	-4%	0%	-3%	-14
Cc1[nH]n(-c2ccc(Cl)cc2)c(=O)c1/C=N/n1c(C)nc2ccccc2c1=O	0%	-6%[46.1 µM]	-4%	3.2%	?	-6%	-5%	-2%	-2%	-5%	2
CCOc1ccc(NC(=O)CN(c2ccc(OC)cc2)S(C)(=O)=O)cc1	-1%	-2%	1%	-0.9%	?	-2%	-6%	0%	1%	0%	7
CCN(CC)C(=O)c1ccc(/C=C/c2c[nH]c3ccccc23)[n+](C)c1	?	15%[46.1 µM]	-1%	0.9%	?	-1%	1%	16%	nt	?	-18
Cc1ccc(OCc2ccc(C(=O)NN)o2)cc1C	-6%	3%	10%	-0.3%	?	?	0%	-11%	13%	-2%	7
O=C(O)C1CSCN1S(=O)(=O)c1cccc2nsnc12 (configuration not stated)	4%	nt	nt	-0.1%	-10%	1%	-3%	4%	1%	-10%	-3
CCC1(c2ccccc2)NC(=O)N(CC(=O)Nc2cccc(S(=O)(=O)N3CCCC3)c2)C1=O (configuration not stated)	-6%	4%	17%	0.6%	4%	-2%	9%	4%	0%	-9%	-11
COc1ccc(C(=O)N2CCCC(c3ccccc3)C2)cc1 (configuration not stated)	2%	1%	-4%	-0.4%	4%	1%	4%	6%	1%	-10%	-6
Cc1onc(-c2ccccc2)c1NC(=O)Nc1c(-c2ccccc2)noc1C	2%	-3%	-6%	-0.3%	-7%	4%	-8%	6%	17%	-1%	-1
CCCCN1C(=O)C(=O)N(CC(=O)Nc2sc(C)c(C)c2C(=O)OC)C1=O	1%	nt	?	-0.3%	1%	-2%	1%	-2%	5%	0%	-4
COC(=O)CCC(=O)N1CCc2cc(S(=O)(=O)N3CCc4ccccc43)ccc21	0%	3%	0%	-0.5%	-1%	-1%	-3%	-12%	3%	-1%	-3
N#CC(c1ccc(Cl)cc1)c1ccc(Cl)nn1 (configuration not stated)	-6%	-3%	-6%	0.0%	-12%	?	-2%	-5%	-5%	-1%	0
Cc1ccc2cc(CN(Cc3nnnn3C3CCCC3)C3CCCCC3)c(=O)[nH]c2c1C	1%	3%	4%	0.3%	2%	-1%	4%	3%	5%	-7%	12
Cc1ccc(-c2c(C)sc(=NC(=O)c3ccco3)n2C)cc1	2%	-1%	?	-3.7%	?	-1%	3%	3%	2%	-1%	-18
COCCSc1nnc(NC(=O)C2CC(=O)N(c3ccc(C)cc3)C2)s1 (configuration not stated)	7%	3%	2%	-0.5%	7%	-1%	1%	8%	4%[9.22 µM]	-1%	6
CC1CCCC(NC(=O)CSc2nccn2C)C1C (configuration not stated)	1%	1%	7%	0.6%	-1%	6%	0%	-6%	-2%	-3%	-2
COc1ccc(Oc2cc(Cl)nc(N)n2)cc1	-4%	2%	?	0.0%	1%	-10%	5%	-3%	-1%	-5%	-4
CCN(C(=O)CSc1nnc(-c2ccc(OC(F)F)cc2)n1N)C1CCS(=O)(=O)C1 (configuration not stated)	2%	2%	3%	-0.1%	-1%	-13%	0%	-6%	1%	-1%	-4
COc1ccc2sc(-c3ccc(S(C)(=O)=O)cc3)c(-c3ccc(C(N)=O)cc3)c2c1	3%	16%	5%	0.0%	13%	?	7%	-9%	nt	-1%	-5
COc1ccc(-c2csc(NC(=O)c3cccs3)c2C(=O)O)cc1OC	-2%	-3%	3%	0.2%	?	?	?	-4%	4%	2%	3
Cc1c(CC(=O)O)c(=O)oc2cc(OCc3ccc(F)cc3F)ccc12	4%	1%	-4%	0.3%	0%	5%	1%	9%	14%	-1%	-15
O=C(CCc1nnc(CCc2ccccc2)o1)N1CCCCC1CCn1cccn1 (configuration not stated)	-1%	-1%	-24%	0.0%	13%	-3%	1%	-11%	-4%	-1%	0
CCOc1cc(C(=S)N2CCOCC2)cc(Br)c1OS(=O)(=O)c1ccccc1	1%	0%	-1%	0.5%	-25%	-6%	-29%	2%	4%	0%	-12
Cc1ccc(N2CC(C(=O)Nc3nc4ccc(S(C)(=O)=O)cc4s3)CC2=O)cc1C (configuration not stated)	0%	1%	-2%	-0.1%	-1%	?	-2%	-22%	12%	-4%	0
Cc1ccc(C(=O)Nc2nncs2)cc1S(=O)(=O)N1CCOCC1	-1%	-1%	-1%	0.1%	0%	-1%	1%	19%	-2%	-1%	6
CCOCc1nnc(NC(=O)CSc2ccc(C)cc2)s1	-1%	1%[46.1 µM]	3%	-0.9%	4%	?	-3%	-13%	-9%	-5%	-3
Cn1c(N2CCN(c3ccccn3)CC2)nc2c1c(=O)n(Cc1ccc(Cl)cc1)c(=O)n2C	1%	0%	7%	-3.9%	16µM*	6%	1%	2%	17%	-1%	2
O=C(NCCCn1ccnc1)/C(=C/c1cccnc1)NC(=O)c1ccco1	5%	9%	-1%	0.4%	1%	-12%	2%	6%	-1%	0%	-5
O=C(NC1CCS(=O)(=O)C1)c1ccccc1C(=O)c1ccccc1 (configuration not stated)	0%	2%	0%	-1.1%	7%	-1%	-5%	2%	2%	-1%	6
COc1ccc(CCNC(=O)c2c(O)c3ccccc3[nH]c2=O)cc1OC	0%	-4%	0%	-1.0%	14%	?	1%	0%	-16%	-2%	-10
CCN(Cc1ccccc1)S(=O)(=O)c1ccc2c(c1)NC(=O)CS2	1%	4%	9%	0.2%	2%	1%	-1%	-4%	-4%	0%	0
COC(=O)c1cccc(/C=N/NC(N)=S)c1O	3%	12%	?	?	5%	-11%	6%	2%	-7%	-3%	-1
CCN1CCN(S(=O)(=O)c2cc3c(cc2Cl)NC(=O)CO3)CC1	1%	10%	-1%	-0.1%	-1%	0%	-1%	6%	-4%	-1%	25
COc1ccc(Cl)cc1N(CC(=O)NC1CC2CCC1C2)S(=O)(=O)c1ccccc1 (configuration not stated)	3%	-4%	4%	0.6%	-12%	2%	-3%	-7%	-2%	-8%	-9
COc1cc(C)ccc1OCCCCOc1ccccc1C(C)=O	1%	1%[46.1 µM]	-14%	-0.2%	-8%	0%	-3%	-12%	6%	-10%	-10
